Screens deposited in PubChem by several laboratories.
EBNA-1 inh: blocks EBNA-1 binding to DNA; EBNA-1 DNA binding, fluorescence polarization; inhibition, % at 14.8 µM; 300,000 tested, 0.34% active; in the data active = inhibition above about 28%
Fam108B inh: blocks mouse Fam108B hydrolase in RBBP9 counter-screen; recombinant Fam108B, FP-Rh probe fluorescence polarization; inhibition, % at 9.51 µM; 300,000 tested, 0.33% active;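 active = inhibition above the screen mean inhibition plus 3 SD, computed separately per campaign, cut at about 18% in these data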;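 note: inhibitors lower polarization as less probe binds the enzyme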
MCL1-BIM inh: MCL1-BIM-BH3 interaction inhibition (human); GST-MCL1 / FITC-Bim-BH3 fluorescence polarization; 320,000 tested, 0.68% active; inhibition, % at 10.9 µM;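 active = inhibition above the mean inhibition of all tested compounds plus 3 SD, set per campaign, cut at about 40% in these data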;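 note: 0% = DMSO wells and 100% = unlabeled Bim-BH3 peptide control; higher means more loss of mP so more displacement of Bim peptide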
Target sequence (Q07820 whole entry, looked up): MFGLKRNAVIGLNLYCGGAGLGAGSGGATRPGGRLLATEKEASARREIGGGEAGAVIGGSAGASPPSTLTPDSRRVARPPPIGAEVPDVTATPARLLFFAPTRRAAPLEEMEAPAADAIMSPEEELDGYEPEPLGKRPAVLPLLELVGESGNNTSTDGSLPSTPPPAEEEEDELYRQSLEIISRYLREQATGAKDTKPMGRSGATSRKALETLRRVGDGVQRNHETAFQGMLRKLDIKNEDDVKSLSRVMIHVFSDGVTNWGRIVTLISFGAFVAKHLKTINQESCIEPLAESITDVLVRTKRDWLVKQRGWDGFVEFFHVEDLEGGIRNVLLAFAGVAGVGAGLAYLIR
Yeast superoxide: lowers age-related superoxide in aged yeast cells; S. cerevisiae aged cells, superoxide DHE fluorescence; hits give low values; superoxide response (% of plate mean), % at 10 µM; 330,000 tested, 0.18% active;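 active = superoxide response under a set limit, about three screen SD below normal, cut at about 65% in these data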;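 note: yeast aged for seven days with compound at 30 °C before DHE staining; 100% = average MFI of all compound-treated wells on the plate with controls excluded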
Efflux pump inh: antifungal efflux pump inhibition, Nile Red retention | inhibition, % at 10 µM | 330,000 tested, 0.44% active | S. cerevisiae Candida pump triplex | AID 485275;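 active = plate passing quality check with inhibition over a set limit, or well fluorescence over plate mean plus 4 SD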;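 note: Nile Red retained in pooled yeast measured as flow cytometry median fluorescence; 0% = buffer negative control and 100% = Enniatin B positive control; higher means more Nile Red kept so more efflux inhibition; some compounds called inactive have numbers as strong as hits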
MEX-5 binding: C. elegans MEX-5 TCR-2 RNA binding activity; Q9XUB2; MEX-5/FITC-TCR2 RNA binding, fluorescence polarization; hits give low values; activity score (negative = inhibition of binding), % at 10 µM; 300,000 tested, 0.38% active; AID 1832;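 active = inhibition past about -25% in most replicates, and total fluorescence under double the plate's negative control median, limit read from the data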;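 note: 0% = DMSO and -100% = 5 µM competing unlabeled TCR2 RNA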
ZTA counter: counter-screen for EBNA-1 inhibitors: inhibitors of Epstein-Barr virus ZTA | AID 2234 | inhibition, % at 11 µM | ZTA-DNA binding, fluorescence polarization | 320,000 tested, 0.15% active | P03206; in the data active = inhibition above about 33%
GLD-1 TGE inh: GLD-1-TGE RNA interaction inhibition (C. elegans); Q17339; 320,000 tested, 0.44% active; inhibition, % at 5.96 µM; purified GLD-1 + fluorescein TGE RNA, fluorescence polarization;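 active = percent inhibition above a per-plate cutoff, the plate mean of test compounds plus 3 SD, cut at about 30% in these data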;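 note: 0% = DMSO wells with GLD-1 and probe and 100% = wells lacking GLD-1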
Target sequence (Q17339 whole entry, looked up): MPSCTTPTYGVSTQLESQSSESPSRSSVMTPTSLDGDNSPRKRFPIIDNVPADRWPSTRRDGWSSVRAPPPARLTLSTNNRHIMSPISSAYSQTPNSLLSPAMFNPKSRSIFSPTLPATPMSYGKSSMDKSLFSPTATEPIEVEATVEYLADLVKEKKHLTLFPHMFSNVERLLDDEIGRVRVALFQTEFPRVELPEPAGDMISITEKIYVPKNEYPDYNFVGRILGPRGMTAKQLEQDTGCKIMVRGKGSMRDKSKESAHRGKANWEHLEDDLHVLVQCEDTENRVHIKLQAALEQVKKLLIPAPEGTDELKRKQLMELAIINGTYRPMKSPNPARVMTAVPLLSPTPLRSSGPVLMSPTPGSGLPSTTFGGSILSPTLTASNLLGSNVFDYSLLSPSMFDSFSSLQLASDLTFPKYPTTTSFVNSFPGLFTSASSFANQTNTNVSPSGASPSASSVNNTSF
Bcl-xL primary: Bcl-xL (human) inhibition | inhibition, % at 10.9 µM | 320,000 tested, 0.7% active | GST-Bcl-xL / FITC-Bim BH3 peptide fluorescence polarization | AID 2129 | Q07817;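 active = inhibition above the mean of all tested compounds plus 3 SD, cutoff set per campaign, cut at about 30% in these data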;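 note: 0% = DMSO wells and 100% = unlabeled Bim-BH3 peptide competitor; inhibitors lower millipolarization by displacing the labeled peptide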
Target sequence (Q07817 whole entry, looked up): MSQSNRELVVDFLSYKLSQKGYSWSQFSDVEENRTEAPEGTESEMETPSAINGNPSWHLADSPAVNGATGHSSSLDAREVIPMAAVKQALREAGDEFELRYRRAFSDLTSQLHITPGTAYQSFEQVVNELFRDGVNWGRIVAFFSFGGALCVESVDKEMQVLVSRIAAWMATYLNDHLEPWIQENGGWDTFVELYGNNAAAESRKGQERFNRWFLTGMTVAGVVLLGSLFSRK
The depositor's hits bear a star.

Screening Cc1c(Cl)cccc1NC(=S)NC1CCN(Cc2ccccc2)CC1 returned EBNA-1 inh -1.4, Fam108B inh 0.0, MCL1-BIM inh 5.6, Yeast superoxide 90.4, Efflux pump inh 0.4, MEX-5 binding -1.9, ZTA counter 1.8, GLD-1 TGE inh -4.8 and Bcl-xL primary 3.4.
For Cc1nc(N2CCOCC2)nc(OC(C)C)c1[N+](=O)[O-] the results were EBNA-1 inh 7.2, Fam108B inh -2.1, MCL1-BIM inh 0.8, Yeast superoxide 102.1, Efflux pump inh 0.0, MEX-5 binding 2.6, ZTA counter 2.6, GLD-1 TGE inh 1.4 and Bcl-xL primary 0.2.
For Clc1ccccc1Cn1nnc2c(Nc3ccccc3)ncnc21 the results were EBNA-1 inh 3.4, Fam108B inh -1.9, MCL1-BIM inh -4.4, Yeast superoxide 95.4, Efflux pump inh -0.2, MEX-5 binding 1.5, ZTA counter 6.5, GLD-1 TGE inh 1.9 and Bcl-xL primary 6.2.
Screening O=C(NN1C(=O)NC2(CCCCC2)C1=O)c1ccc(-c2ccc(Cl)cc2)o1 returned MCL1-BIM inh 5.2, Yeast superoxide 92.5, Efflux pump inh 0.0, ZTA counter 5.4, GLD-1 TGE inh 6.1 and Bcl-xL primary 2.4.
For O=C(NCC(=O)N1CCCCC1)c1ccc2ccccc2c1 the results were EBNA-1 inh 5.9, Fam108B inh 0.2, MCL1-BIM inh 10.7, Yeast superoxide 93.6, Efflux pump inh -0.2, MEX-5 binding 0.5, ZTA counter -4.6, GLD-1 TGE inh 1.9 and Bcl-xL primary 3.4.
`Cc1ccc(NS(=O)(=O)c2cc([N+](=O)[O-])ccc2NNC(=S)Nc2cc(C)ccc2C)c(C)c1` gave EBNA-1 inh 7.8, Fam108B inh 27.1*, MCL1-BIM inh -0.1, Yeast superoxide 95.4, Efflux pump inh -0.3, MEX-5 binding 3.3, ZTA counter 1.8, GLD-1 TGE inh -3.6 and Bcl-xL primary 4.1.
Screening CCc1nc(C)ccc1OC(=O)C12CC3CC(CC(C3)C1)C2 returned EBNA-1 inh 6.3, Fam108B inh -1.7, MCL1-BIM inh 1.1, Yeast superoxide 116.3, Efflux pump inh 0.0, MEX-5 binding 2.4, ZTA counter -11.1, GLD-1 TGE inh -0.8 and Bcl-xL primary 9.1.
For CCOC(=O)c1cccc(NC(=O)CSc2nnnn2C)c1 the results were EBNA-1 inh -15.5, Fam108B inh -2.6, MCL1-BIM inh 5.0, Yeast superoxide 90.5, Efflux pump inh -0.1, MEX-5 binding 0.1, ZTA counter -13.1, GLD-1 TGE inh 11.5 and Bcl-xL primary 5.4.
O=C(c1cccc2ccccc12)C1CCCN(C(=O)CCCn2cncn2)C1 (stereo not drawn) was read as EBNA-1 inh 17.1, Fam108B inh 3.3, MCL1-BIM inh 1.1, Yeast superoxide 84.9, Efflux pump inh -0.1, MEX-5 binding -0.1, ZTA counter 4.8, GLD-1 TGE inh -1.9 and Bcl-xL primary 3.5.
OCCN1CCN(C(=S)Nc2ccccc2)CC1 was read as EBNA-1 inh -5.9, Fam108B inh 1.5, MCL1-BIM inh 3.0, Yeast superoxide 94.1, Efflux pump inh 0.0, MEX-5 binding 2.1, ZTA counter -2.6, GLD-1 TGE inh 1.4 and Bcl-xL primary 2.8.
For CCC(C(=O)NC(C)(C)C)N(Cc1ccccc1Cl)C(=O)c1snc(C(N)=O)c1N (stereo not drawn) the results were EBNA-1 inh -12.0, Fam108B inh 4.2, MCL1-BIM inh 8.0, Yeast superoxide 99.0, Efflux pump inh -0.1, MEX-5 binding 1.7, ZTA counter 5.4, GLD-1 TGE inh -1.7 and Bcl-xL primary 1.6.
Screening CC1CC(C)CN(C(=O)CCS(=O)(=O)c2ccc3c(c2)NC(=O)CS3)C1 (stereo not drawn) returned EBNA-1 inh -7.8, Fam108B inh -2.6, MCL1-BIM inh -5.1, Yeast superoxide 82.3, Efflux pump inh -0.1, MEX-5 binding -0.2, ZTA counter -14.3, GLD-1 TGE inh -6.0 and Bcl-xL primary -4.9.
`COc1ccc(O)c(C(=O)c2coc(=N)c(C(=O)Nc3ccc(SC(F)F)cc3)c2)c1` gave EBNA-1 inh 2.3, Fam108B inh -1.1, MCL1-BIM inh -25.3, Yeast superoxide 104.2, Efflux pump inh 0.1, MEX-5 binding 5.5, ZTA counter -4.8, GLD-1 TGE inh -51.3 and Bcl-xL primary -10.2.
For Cc1ccc(C(C(=O)NC2CCCC2)N2CCCC(C)C2)cc1 (stereo not drawn) the results were EBNA-1 inh 9.4, Fam108B inh 1.7, MCL1-BIM inh -2.9, Yeast superoxide 96.7, Efflux pump inh -0.1, MEX-5 binding 0.5, ZTA counter -8.3, GLD-1 TGE inh 5.0 and Bcl-xL primary 4.3.
`CC(C)c1ccc2nc3sc(C(=O)N4CCc5ccccc5C4)c(N)c3cc2c1` gave EBNA-1 inh 5.7, Fam108B inh 2.1, MCL1-BIM inh -11.6, Yeast superoxide 99.0, Efflux pump inh 0.1, MEX-5 binding -15.8, ZTA counter -3.8, GLD-1 TGE inh -17.4 and Bcl-xL primary 6.6.
CCc1nc2ccc(C(=O)NCCc3ccco3)cc2nc1CC was read as EBNA-1 inh -0.8, Fam108B inh -0.3, MCL1-BIM inh -1.5, Yeast superoxide 87.9, Efflux pump inh 0.3, MEX-5 binding 1.1, ZTA counter -6.9, GLD-1 TGE inh 0.9 and Bcl-xL primary 6.9.
Screening C=CCNC(=O)c1ccc(N(C)S(=O)(=O)c2ccc(OC)cc2)cc1 returned EBNA-1 inh 1.0, Fam108B inh -2.8, MCL1-BIM inh 6.4, Yeast superoxide 120.2, Efflux pump inh 0.3, MEX-5 binding -3.4, ZTA counter 13.6, GLD-1 TGE inh 4.8 and Bcl-xL primary 2.9.
For O=C(Oc1cccc2c(OC(=O)N3CCCC3)cccc12)N1CCCC1 the results were EBNA-1 inh -0.5, Fam108B inh -0.8, MCL1-BIM inh 10.8, Yeast superoxide 101.8, Efflux pump inh -0.1, MEX-5 binding 0.1, ZTA counter -12.8, GLD-1 TGE inh 0.6 and Bcl-xL primary 8.8.
Screening O=S(=O)(c1ccccc1)N1N=C(c2ccc(Br)cc2)CC1c1ccco1 (stereo not drawn) returned EBNA-1 inh 2.3, Fam108B inh -5.0, MCL1-BIM inh -2.2, Yeast superoxide 90.8, Efflux pump inh 0.1, MEX-5 binding 2.0, ZTA counter -0.5, GLD-1 TGE inh -5.3 and Bcl-xL primary -0.7.
For CCCC1CC(C)(C(=O)Cn2[nH]c(=O)ccc2=O)OC1=O (stereo not drawn) the results were EBNA-1 inh -4.9, Fam108B inh 2.5, MCL1-BIM inh 5.9, Yeast superoxide 93.3, Efflux pump inh -0.1, MEX-5 binding -0.8, ZTA counter -5.7, GLD-1 TGE inh -0.8 and Bcl-xL primary 0.4.

Retrieved by structure from above, two records:
`CC(C)c1ccc2nc3sc(C(=O)N4CCc5ccccc5C4)c(N)c3cc2c1` gave EBNA-1 inh 5.7, Fam108B inh 2.1, MCL1-BIM inh -11.6, Yeast superoxide 99.0, Efflux pump inh 0.1, MEX-5 binding -15.8, ZTA counter -3.8, GLD-1 TGE inh -17.4 and Bcl-xL primary 6.6.
For O=C(Oc1cccc2c(OC(=O)N3CCCC3)cccc12)N1CCCC1 the results were EBNA-1 inh -0.5, Fam108B inh -0.8, MCL1-BIM inh 10.8, Yeast superoxide 101.8, Efflux pump inh -0.1, MEX-5 binding 0.1, ZTA counter -12.8, GLD-1 TGE inh 0.6 and Bcl-xL primary 8.8.

Next compounds:
For COc1ccc(OC)c(S(=O)(=O)NCc2cn3cccc(C)c3n2)c1 the results were EBNA-1 inh 3.2, Fam108B inh 0.2, MCL1-BIM inh -7.3, Yeast superoxide 87.2, Efflux pump inh 0.0, MEX-5 binding 2.1, ZTA counter 17.9, GLD-1 TGE inh 5.0 and Bcl-xL primary -1.5.
`CS(=O)(=O)N(CC(=O)NCc1ccc2c(c1)OCO2)c1cccc(Cl)c1` gave EBNA-1 inh -18.0, Fam108B inh -7.1, MCL1-BIM inh 11.2, Yeast superoxide 104.0, Efflux pump inh 0.4, MEX-5 binding -0.9, ZTA counter -1.9, GLD-1 TGE inh 1.0 and Bcl-xL primary 6.7.
CN(C)C(=O)OCc1c(-c2ccccc2)ncc2ccccc12 was read as MCL1-BIM inh 2.2, Yeast superoxide 94.8, Efflux pump inh -0.1, ZTA counter 5.7, GLD-1 TGE inh 3.9 and Bcl-xL primary 2.3.
For CC1CCN(CCCNC(=O)c2ccc(N3CCCC3=O)cc2)CC1 the results were EBNA-1 inh -2.4, Fam108B inh 0.0, MCL1-BIM inh 4.7, Yeast superoxide 100.1, Efflux pump inh -0.1, MEX-5 binding -4.8, ZTA counter -4.2, GLD-1 TGE inh -4.0 and Bcl-xL primary 3.5.
CCCc1nc2oc3cc(OC)ccc3c(=O)c2c(=O)n1CCc1ccccc1 was read as EBNA-1 inh 4.6, Fam108B inh -1.2, MCL1-BIM inh 4.5, Yeast superoxide 104.7, Efflux pump inh 0.0, MEX-5 binding -1.8, ZTA counter 4.6, GLD-1 TGE inh -5.5 and Bcl-xL primary 1.1.
Cc1ccc(C)c(NC(=O)CN(C)C(=O)C2CCCC2)c1 was read as MCL1-BIM inh -4.8, Yeast superoxide 122.5, Efflux pump inh 0.0, ZTA counter 3.9, GLD-1 TGE inh 7.8 and Bcl-xL primary -5.4.
Screening O=C(C[n+]1cccc2ccccc21)c1ccc([N+](=O)[O-])cc1 returned EBNA-1 inh -11.4, Fam108B inh 0.9, MCL1-BIM inh 5.4, Yeast superoxide 106.4, Efflux pump inh 0.1, MEX-5 binding -0.1, ZTA counter 2.4, GLD-1 TGE inh -32.1 and Bcl-xL primary 7.8.
`CCCNC(=O)c1onc(CSc2nc3ccccc3[nH]2)c1C(=O)NCCC` gave EBNA-1 inh 7.8, Fam108B inh 0.0, MCL1-BIM inh 8.0, Yeast superoxide 101.0, Efflux pump inh -0.1, MEX-5 binding 1.3, ZTA counter 5.9, GLD-1 TGE inh 3.1 and Bcl-xL primary 5.2.
Cc1ccc(CNC(=O)CN(C(=O)C2(C)CC(=O)N=C3C=CC=CN32)c2cc(C)ccc2C)cc1 (stereo not drawn) was read as EBNA-1 inh 2.9, Fam108B inh 0.1, MCL1-BIM inh 9.3, Yeast superoxide 79.4, Efflux pump inh 0.0, MEX-5 binding -2.7, ZTA counter -9.7, GLD-1 TGE inh 3.9 and Bcl-xL primary 5.4.
CC1(C)Cc2c(cnn2-c2ccc(F)cc2)C(NC(=O)C2CCC2)C1 (stereo not drawn) was read as EBNA-1 inh 6.4, Fam108B inh 4.5, MCL1-BIM inh 6.3, Yeast superoxide 101.0, Efflux pump inh -0.1, MEX-5 binding 0.4, ZTA counter -1.4, GLD-1 TGE inh -0.3 and Bcl-xL primary 1.4.
`COc1ccc(O)c(/C=N/NC(=O)CCC(=O)Nc2ccc(F)cc2)c1` gave EBNA-1 inh -0.8, Fam108B inh 2.4, MCL1-BIM inh 2.9, Yeast superoxide 100.8, Efflux pump inh 0.1, MEX-5 binding 3.1, ZTA counter -6.1, GLD-1 TGE inh 2.1 and Bcl-xL primary 0.1.
For CCC(C)n1c(=O)c2sccc2n2c(CCCC(=O)N3CCC(C(N)=O)CC3)nnc12 (stereo not drawn) the results were EBNA-1 inh -3.8, Fam108B inh -2.6, MCL1-BIM inh 2.3, Yeast superoxide 105.9, Efflux pump inh 0.0, MEX-5 binding -2.5, ZTA counter -3.1, GLD-1 TGE inh 5.3 and Bcl-xL primary 1.7.
Screening COC(=O)c1ccccc1OS(=O)(=O)N(C)C returned EBNA-1 inh -5.2, Fam108B inh -1.5, MCL1-BIM inh -4.7, Yeast superoxide 85.5, Efflux pump inh 0.1, MEX-5 binding 0.2, ZTA counter -9.4, GLD-1 TGE inh -5.0 and Bcl-xL primary -0.9.
